# Screening data from PubChem.
# RmlCD inh 1536: blocks M. tuberculosis RmlC and RmlD coupled enzymes; RmlC+RmlD coupled enzyme assay, percent inhibition; primary screen in compound mixtures; inhibition, % at 3.6 µM; hit rate 0.03% among 160,000; P9WH09+P9WH11; AID 1533; in the data active = inhibition mostly above about 34%, no sharp cut-off; note: some results filed as inactive read as strong as hits
# Target sequence (P9WH09 whole entry, looked up): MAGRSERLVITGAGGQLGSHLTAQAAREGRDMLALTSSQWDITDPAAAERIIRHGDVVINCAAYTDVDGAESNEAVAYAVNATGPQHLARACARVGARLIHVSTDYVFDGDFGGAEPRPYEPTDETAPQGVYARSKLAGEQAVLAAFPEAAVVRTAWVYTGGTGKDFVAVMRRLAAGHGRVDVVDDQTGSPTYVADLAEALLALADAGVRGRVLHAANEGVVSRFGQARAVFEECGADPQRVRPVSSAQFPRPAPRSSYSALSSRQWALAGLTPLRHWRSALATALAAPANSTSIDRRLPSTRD
# Target sequence (P9WH11 whole entry, looked up): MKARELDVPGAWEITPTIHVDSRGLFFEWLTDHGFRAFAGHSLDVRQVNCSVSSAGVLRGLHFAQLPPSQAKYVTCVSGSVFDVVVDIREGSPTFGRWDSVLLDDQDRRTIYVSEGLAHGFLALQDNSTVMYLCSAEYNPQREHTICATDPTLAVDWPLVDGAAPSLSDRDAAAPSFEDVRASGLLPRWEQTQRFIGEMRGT
# M. tuberculosis GlmU: inhibition of mycobacterial GlmU enzyme – biochemical, glucosamine-1-phosphate acetyltransferase (AID 1376); M. tuberculosis GlmU acetyltransferase enzyme assay; higher % means a stronger effect; inhibition, %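 (tested at 30 µM in the primary screen)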; hits with a dose series show IC50 in µM; hit rate 0.25% among 220,000; in the data active = inhibition above about 13%;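 note: 0% = complete reaction with vehicle and 100% = reaction without substrate; strong numbers were not always called active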
# An asterisk follows results filed as active; / = no result given. The list is partial; count on the stated rates, not on these rows.
no.	Structure	RmlCD inh 1536	M. tuberculosis GlmU
1	Cc1ccc(S(=O)(=O)n2nc(-c3ccco3)nc2SCc2ccccc2)cc1	17	/
2	CC(=O)C1=C(c2ccc(Br)cc2)C(=O)c2ccccc2C1=O	/	2.2%
3	CCCCNC(=O)c1sc2ncnc(N3CCc4ccccc4C3)c2c1C	/	-0.8%
4	Cc1cc(NC(=O)CSCCO)no1	/	2.5%
5	CCOC(=O)c1ccc(-c2ccc(CO)o2)cc1	0	3.9%
6	Cc1cccc(N2CCN(C(=O)COc3cccc4c3OC(C)(C)C4)CC2)c1C	-3	-7.0%
7	CCC(=O)N/C(N)=N/c1nc(C)c2cc(C)c(C)cc2n1	1	1.6%
8	CC(=O)c1sc(NC(=O)c2c(F)cccc2F)nc1-c1ccccc1	7	3.5%
9	O=C(NCc1ccccc1)c1ccc2c(c1)C(=O)N(Cc1ccncc1)C2=O	/	-3.8%
10	Cc1cc(Cl)ccc1NC(=S)NCCN1CCOCC1	-8	-2.6%
11	CC(C)Cc1cc(C(=O)NCc2ccco2)no1	/	6.8%
12	COC(=O)c1cc(NC(=O)Cc2ccccc2[N+](=O)[O-])ccc1Cl	9	6.4%
13	O=C(c1ccc(Sc2ccc(F)cc2)c([N+](=O)[O-])c1)N1CCOCC1	53	7.5%
14	Cc1ccc(C(=O)/C=C/c2cn(CC(O)CN3CCOCC3)c3ccccc23)cc1 (stereo not drawn)	/	-12%
15	COc1ccc(C2CC(c3cccs3)=Nc3ccccc3S2)cc1OC (stereo not drawn)	/	-5.4%
16	CSc1nc(N)nc(SC2C=CCCC2)c1C#N (stereo not drawn)	/	-11%
17	COc1ccc(/C=C/C(=O)O)cc1S(=O)(=O)NCc1ccccc1	5	2.3%
18	Clc1ccc(Cn2nnc(-c3ccc(CN4CCOCC4)cc3)n2)cc1	7	2.0%
19	O=C(CNC(=O)c1ccco1)Nc1cc(Cl)ccc1N1CCOCC1	9	-4.8%
20	O=C(c1ccccc1SCc1ccccc1)N1CCCCCC1	5	-3.3%
21	Cc1cccc(C)c1NC(=O)NCc1ccco1	/	-1.3%
22	COc1ccc(C=C2C(=O)c3ccccc3C2=O)cc1O	5	9.5%
23	CCOc1ccc(-n2nnnc2-c2nc3ccccc3s2)cc1	6	5.8%
24	Cc1nn(-c2nc3ccccc3s2)c(N)c1-c1ccc(Cl)cc1	-4	1.5%
25	Cc1ccc(NC(=O)C2CCN(S(=O)(=O)c3c(C)[nH]c(=O)[nH]c3=O)CC2)cc1	/	-4.9%
26	O=S(=O)(N/N=C\c1ccc(-c2ccccc2Cl)o1)c1ccccc1	/	0.0%
27	CCOC(=O)c1ccc(NC(=O)CSc2nc(NC(=O)c3ccccc3)c3c(C)c(C)oc3n2)cc1	0	-5.2%
28	CC(=O)Nc1ccc2oc(-c3ccccc3Br)nc2c1	3	/
29	COc1ccc(C2SC[C@@H](C(=O)O)N2C(C)=O)cc1 (stereo partly drawn)	/	-2.6%
30	CCOC(=O)N/N=C\c1cccc(OC)c1	-10	-4.6%
31	Cc1nn(-c2ccccc2)c(Cl)c1/C=N/NC(=O)CCNc1n[nH]c(=O)[nH]c1=O	/	3.1%
32	COc1ccc(NC(=O)COC(=O)[C@@H]2CCCN2C(=O)c2cccs2)cc1	/	3.7%
33	COCCCNc1nc2ccccc2nc1NS(=O)(=O)c1ccccc1	-10	-5.1%
34	C=CCNC(=O)CC12CC3CC(C1)CC(CC(=O)NCC=C)(C3)C2	/	3.1%
35	CCC(C)(C)NC(=O)Cc1ccc(OC)c(OC)c1	/	2.6%
36	Cc1ccc(C2CCN(C(=O)Nc3ccccc3)C2)cc1 (stereo not drawn)	4	-0.3%
37	COc1cc(/C=C/C(=O)OCC(=O)Nc2ccccc2Sc2ccc(Cl)cc2)ccc1O	8	5.2%
38	Cc1ccccc1Cn1ccc(-c2ccc3c(c2)OCO3)n1	13	-2.0%
39	Cc1cc(NS(=O)(=O)c2ccc(NC(=O)c3ccco3)cc2)nc(C)n1	/	-3.2%
40	Cc1[nH]c2c(C)cccc2c1CC(=O)O	4	0.6%
41	CCOc1ccccc1N(CC(=O)OC)S(C)(=O)=O	/	3.2%
42	COc1ccc(CN(CC(=O)NCC2CCCO2)C(=O)CNS(=O)(=O)c2ccc(C)cc2)cc1 (stereo not drawn)	11	-5.2%
43	O=C1N=C2SCCN2/C1=C\c1ccccc1Cl	6	1.4%
44	C#CCNC(=O)C1CCN(c2cc(C)nc(-c3ccccc3)n2)CC1	11	-1.5%
45	O/N=C1\CC/C(=N\O)c2nn(-c3ccccc3Cl)nc21	13	-5.5%
46	c1ccc(-c2cc3c(nn2)CCc2nonc2-3)cc1	24	1.8%
47	COC(=O)c1ccc(Oc2ccc(C(F)(F)F)cn2)cc1	10	-4.1%
48	Cc1ccccc1CC1(CO)CCCN(Cc2cn[nH]c2-c2ccccc2)C1 (stereo not drawn)	/	-1.9%
49	COc1cc(OC)cc(C(=O)Nc2nc(-c3ccccc3)c(-c3ccccc3)o2)c1	-16	-4.3%
50	CC(=O)Nc1nnc(C2=COCCO2)o1	-6	2.9%
51	COc1ccc(OC)c(-c2csc(NC(=O)CSc3ccccc3)n2)c1	-13	-0.4%
52	COCC(=O)Nc1sc2c(c1C(=O)OC)CCCC2	-7	2.1%
53	CCN1CCN(c2nc(N)c([N+](=O)[O-])c(Nc3ccc(C)cc3)n2)CC1	-3	0.6%
54	C=CCNC(=O)CSc1nnc(-c2ccccc2Br)n1-c1cccc(C(F)(F)F)c1	/	-2.4%
55	C/C(=C\c1ccccc1)C(=O)NCCN1CCOCC1	-25	-3.4%
56	Cc1c(CC(=O)O)c(=O)oc2c(C)c(OCc3nn[nH]n3)ccc12	-7	3.7%
57	CCN(CC)CC(=O)N1c2ccccc2Sc2ccc(Cl)cc21	/	0.3%
58	COc1ccc(Br)cc1S(=O)(=O)N(CC(=O)N1CCOCC1)c1ccccc1	8	-3.4%
59	CC(C)CNC(=O)c1cccc(NC(=O)c2ccc(NC(=O)c3ccco3)cc2)c1	11	4.8%
60	COc1cccc(-n2nnnc2SCC(=O)c2ccc(NC(C)=O)cc2)c1	/	3.1%

# Sorted by SMILES length (largest number first): some entries from above.
no.	Structure	RmlCD inh 1536	M. tuberculosis GlmU
53	CCN1CCN(c2nc(N)c([N+](=O)[O-])c(Nc3ccc(C)cc3)n2)CC1	-3	0.6%
32	COc1ccc(NC(=O)COC(=O)[C@@H]2CCCN2C(=O)c2cccs2)cc1	/	3.7%
39	Cc1cc(NS(=O)(=O)c2ccc(NC(=O)c3ccco3)cc2)nc(C)n1	/	-3.2%
34	C=CCNC(=O)CC12CC3CC(C1)CC(CC(=O)NCC=C)(C3)C2	/	3.1%
38	Cc1ccccc1Cn1ccc(-c2ccc3c(c2)OCO3)n1	13	-2.0%
36	Cc1ccc(C2CCN(C(=O)Nc3ccccc3)C2)cc1 (stereo not drawn)	4	-0.3%
41	CCOc1ccccc1N(CC(=O)OC)S(C)(=O)=O	/	3.2%

# Continuation:
[61] Cc1ccccc1S(=O)(=O)Cc1ccc(C(=O)N2CC(C)CC(C)C2)o1 (stereo not drawn)
- RmlCD inh 1536: -4
- M. tuberculosis GlmU: 4.9%

[62] C(=C\c1ccccc1)/CSc1nnc(-c2ccccc2)n1Cc1ccco1
- RmlCD inh 1536: -2
- M. tuberculosis GlmU: 0.5%

[63] CS(=O)(=O)N1CCCC(C(=O)NCc2ccco2)C1 (stereo not drawn)
- RmlCD inh 1536: -5
- M. tuberculosis GlmU: -0.3%

[64] O=C1c2cccc3cccc(c23)C(=O)N1Cc1ccco1
- RmlCD inh 1536: /
- M. tuberculosis GlmU: -3.5%

[65] CCCc1cc(=O)oc2c(C)c(OCc3nn[nH]n3)ccc12
- RmlCD inh 1536: /
- M. tuberculosis GlmU: 4.3%

[66] O=C(CC1SC2=NCCN2C1=O)Nc1ccccc1 (stereo not drawn)
- RmlCD inh 1536: /
- M. tuberculosis GlmU: 3.8%

[67] O=C(N/N=C1\CCCc2ccccc21)c1ccc([N+](=O)[O-])cc1
- RmlCD inh 1536: /
- M. tuberculosis GlmU: 2.1%

[68] CCc1ccc(C(=O)NC2CCCCC2)s1
- RmlCD inh 1536: -2
- M. tuberculosis GlmU: 0.5%

[69] c1coc(CNC2CCCCCCC2)c1
- RmlCD inh 1536: 6
- M. tuberculosis GlmU: -5.3%

[70] CCN(CC)C(=O)CSc1nnc(CNc2ccc(F)cc2)n1-c1ccccc1
- RmlCD inh 1536: /
- M. tuberculosis GlmU: 1.6%

[71] O=C(CCN1C(=O)C2C3C=CC(C3)C2C1=O)Nc1c(F)cccc1F (stereo not drawn)
- RmlCD inh 1536: -6
- M. tuberculosis GlmU: 0.0%

# Compound profiles, from the list above. Order of screens: RmlCD inh 1536, M. tuberculosis GlmU
# `O=C(CCN1C(=O)C2C3C=CC(C3)C2C1=O)Nc1c(F)cccc1F` (stereo not drawn) is listed with -6, 0.0%
# `CCc1ccc(C(=O)NC2CCCCC2)s1` is listed with -2, 0.5%
# `Cc1ccccc1S(=O)(=O)Cc1ccc(C(=O)N2CC(C)CC(C)C2)o1` (stereo not drawn) is listed with -4, 4.9%
